# CRFR2-BP ag = CRF-BP/CRF-R2 complex agonism; 0.46% of 350,000 active; activation, % at 13.2 µM; HEK293 CRF-R2/CRF-BP, calcium dye fluorescence (FLIPR); percent of saturating CRF peptide response; AID 588473;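 active = activation of at least 50%, plus an integration ratio under a set limit after plate pattern correction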;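 note: plate controls were neutral control wells without compound for no effect and CRF at EC100 for full effect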
# TAAR1 agonist = human TAAR1 agonism | Q96RJ0 | 0.99% of 360,000 active | activation, % at 3 µM | CHO RD-HGA16 TAAR1, Fluo-8 calcium fluorescence; vehicle wells 0%, saturating PEA agonist 100%;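 active = activation above the mean activation of all test compounds in the run plus 3 SD, cut at about 38% in these data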
#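 System: CHO RD-HGA16 cells carrying human TAAR1 plus Gα16; Incubation: 17-24 h seeding, 75 min 37 °C dye, 30 min RT; Measured by: Fluo-8 fluorescence, 5 s baseline then 140 s kinetic read; Control set: DMSO and PEA EC100; Replication: single well for each compound.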
# CHO-K1 Ca PAM = counter-screen for M1 PAMs: effect in parental CHO-K1 cells; 0.02% of 360,000 active; ATP EC20, Fluo-8 calcium fluorescence; 0% at ATP EC20, 100% at ATP max; activation, % at 3 µM;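 active = activation above the run cutoff, the mean activation of all test compounds plus 3 SD, cut at about 40% in these data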;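 note: peak over basal fluorescence ratio in a 140 s read after ATP addition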
# CRFR2-BP antag = blocks CRF-induced signaling of the CRF-BP/CRF-R2 complex; 0.59% of 350,000 active; HEK293 CRF-R2/CRF-BP, CRF-induced calcium fluorescence; inhibition, % at 11.8 µM;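 active = inhibition of the ligand-induced calcium signal above about 50% at the single tested concentration, limit read from the data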
# M5 ag = agonists of human muscarinic M5 receptor (CHRM5); AID 624037; P08912; CHO-K1 hM5 cells, Fluo-8 calcium fluorescence; 0% DMSO wells, 100% maximal acetylcholine response; activation, % at 3 µM; 0.19% of 360,000 active;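 active = activation above the run's mean over test compounds plus 3 SD, cut at about 23% in these data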;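 note: signal is peak over basal fluorescence ratio across the kinetic read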
# Target sequence (P08912 whole entry, looked up): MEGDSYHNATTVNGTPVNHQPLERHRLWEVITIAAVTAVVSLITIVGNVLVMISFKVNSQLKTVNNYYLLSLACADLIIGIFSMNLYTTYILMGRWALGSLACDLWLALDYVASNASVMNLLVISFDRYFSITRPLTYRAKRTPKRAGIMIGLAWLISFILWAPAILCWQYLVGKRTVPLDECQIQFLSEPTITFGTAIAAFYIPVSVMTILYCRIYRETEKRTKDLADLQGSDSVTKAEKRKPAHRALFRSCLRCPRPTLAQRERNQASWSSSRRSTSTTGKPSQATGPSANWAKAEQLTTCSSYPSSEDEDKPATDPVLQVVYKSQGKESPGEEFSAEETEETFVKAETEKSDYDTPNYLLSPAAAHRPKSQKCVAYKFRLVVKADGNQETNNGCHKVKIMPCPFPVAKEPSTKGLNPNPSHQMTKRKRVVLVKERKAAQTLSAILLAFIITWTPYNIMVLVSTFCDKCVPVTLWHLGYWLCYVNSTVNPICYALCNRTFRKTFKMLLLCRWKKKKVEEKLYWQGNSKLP
# CHRM5 antagonist = antagonists of human muscarinic M5 receptor (CHRM5) | CHO-hM5 cells, Fluo-8 calcium fluorescence, ACh EC80 | inhibition, % at 3 µM | 0.59% of 360,000 active;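 active = inhibition above a per-plate cutoff, the mean of that plate's test compounds plus 3 SD, cut at about 27% in these data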;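 note: 0% = acetylcholine EC80 with DMSO and 100% = DMSO without agonist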
# CHRM5 PAM = CHRM5 positive allosteric modulation. AID 624038. CHO-K1 hM5, Fluo-8 calcium, ACh EC20 PAM; 0% = ACh EC20, 100% = ACh EC100. 0.3% of 360,000 active. P08912. activation, % at 3 µM;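 active = activation above the run cutoff, the mean activation of all test compounds plus 3 SD, cut at about 18% in these data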
#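 Assay system – human M5 receptor in CHO-K1 cells · Read-out – % activation, ACh-normalized · Technique – Fluo-8 calcium fluorescence · Dosing – single-point, 3 µM nominal · Incubation – Fluo-8 loading 80 min at 37 °C plus 30 min room temperature · Repeats – singlicate, one well per test compound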
# CHRM4 PAM = positive allosteric modulators of human muscarinic M4 receptor. P08173. CHO-K1 hM4/Gqi5, Fluo-8 calcium fluorescence, ACh EC20; 0% = ACh EC20, 100% = maximal ACh. activation, % at 3 µM. 0.4% of 360,000 active;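 active = activation above its plate's cutoff, the mean activation of sample wells plus 3 SD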; note: some results filed as inactive read as strong as hits
# Target sequence (P08173 whole entry, looked up): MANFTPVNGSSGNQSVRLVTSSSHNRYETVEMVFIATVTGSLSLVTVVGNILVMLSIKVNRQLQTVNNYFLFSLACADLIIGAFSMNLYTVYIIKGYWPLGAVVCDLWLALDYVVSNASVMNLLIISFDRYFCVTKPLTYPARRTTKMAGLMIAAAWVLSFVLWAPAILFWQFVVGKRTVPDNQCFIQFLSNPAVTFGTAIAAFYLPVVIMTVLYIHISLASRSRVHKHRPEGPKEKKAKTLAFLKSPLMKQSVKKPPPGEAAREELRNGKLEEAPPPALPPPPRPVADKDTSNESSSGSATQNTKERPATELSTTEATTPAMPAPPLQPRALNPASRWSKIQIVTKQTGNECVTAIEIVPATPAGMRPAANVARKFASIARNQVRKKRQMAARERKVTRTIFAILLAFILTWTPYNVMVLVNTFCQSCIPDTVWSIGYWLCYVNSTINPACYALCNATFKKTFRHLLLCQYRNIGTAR
# TAAR1 antagonist = human TAAR1 antagonism. CHO RD-HGA16 TAAR1, Fluo-8 calcium fluorescence, antagonist. inhibition, % at 3 µM. 1.5% of 360,000 active;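 active = inhibition above a per-plate cutoff, the mean inhibition of test compounds on that plate plus 3 SD, cut at about 49% in these data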;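 note: 0% = DMSO plus EC80 beta-PEA response and 100% = DMSO alone without agonist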
#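 Test system – hTAAR1-expressing CHO RD-HGA16 cells, Gα16-coupled · Reagent – β-PEA at EC80 concentration, post-compound challenge · Compound dosing – 3 µM, single point · Timing – 140 s kinetic read after compound, 140 s after agonist · Detection – Fluo-8 intracellular calcium dye fluorescence, real-time kinetic reads · Control set – DMSO and EC80 PEA controls · Repeats – n of 1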
# * marks the source's active call; other numbers are inactive results; nt = not tested or not shown. The order is random. About 4.2% of those tested had a hit in this group.
# Start of the listing, in advance (4 entries):
1	O=C(COc1ccccc1)Nc1cccc(-c2cn3cccnc3n2)c1
2	O=C(COc1ccccc1[N+](=O)[O-])Nc1ccc(N2CCN(C(=O)c3cccs3)CC2)cc1
3	O=C(Cn1c(=O)oc2ccccc21)N1CCCC1
4	CCCNC(=O)NC(=O)CN1CCCC1c1ccc2c(c1)OCCO2 (stereo not given)
Screen / compound no.	1	2	3	4
CHO-K1 Ca PAM	19	-2	-28	-6
CHRM4 PAM	-3	-17	2	6
M5 ag	3	7	-1	-4
CHRM5 antagonist	1	7	0	2
TAAR1 agonist	16	22	4	3
CHRM5 PAM	0	-25	-5	0
CRFR2-BP ag	0.8	-1.4	2.7	0.6
TAAR1 antagonist	-28	92*	-4	0
CRFR2-BP antag	-3	-16	-7	5

# The list itself, from the start:
1	O=C(COc1ccccc1)Nc1cccc(-c2cn3cccnc3n2)c1
2	O=C(COc1ccccc1[N+](=O)[O-])Nc1ccc(N2CCN(C(=O)c3cccs3)CC2)cc1
3	O=C(Cn1c(=O)oc2ccccc21)N1CCCC1
4	CCCNC(=O)NC(=O)CN1CCCC1c1ccc2c(c1)OCCO2 (stereo not given)
5	COCCN(Cc1cc2c(C)cc(C)cc2nc1Cl)C(=O)c1ccccc1F
6	NC(=O)C(=O)N/N=C/c1cccc(C(F)(F)F)c1
7	Cc1cc(NC(=O)CN2CCOCC2)n(-c2ccccc2)n1
8	CCOC(=O)c1ccc(NS(=O)(=O)c2ccc3c(c2)oc(=O)n3C)cc1
Screen / compound no.	1	2	3	4	5	6	7	8
CHO-K1 Ca PAM	19	-2	-28	-6	13	-4	-29	15
CHRM4 PAM	-3	-17	2	6	1	6	2	3
M5 ag	3	7	-1	-4	1	1	6	3
CHRM5 antagonist	1	7	0	2	11	1	-4	1
TAAR1 agonist	16	22	4	3	9	0	1	11
CHRM5 PAM	0	-25	-5	0	-4	7	9	-9
CRFR2-BP ag	0.8	-1.4	2.7	0.6	-0.4	-2.4	1.5	-0.7
TAAR1 antagonist	-28	92*	-4	0	2	-22	-26	-6
CRFR2-BP antag	-3	-16	-7	5	4	13	4	4

9	Cc1oc(-c2ccccc2)nc1C(=O)OCC(=O)NCc1ccc(F)cc1
10	O=C(Cc1cccc2ccccc12)N/N=C/c1ccncc1
11	O=C(NC1CC2CCCC(C1)N2C(=S)Nc1ccc(Cl)cc1)C1CC1 (stereo not given)
12	CC12CCCCC1N(O)C(=O)C(=O)N2O (stereo not given)
13	Cc1cccc(C)c1NC(=O)c1ccc(CN2CCc3ccccc3C2)cc1
14	CC1=C(C(=O)N(C)C)C(c2ccc(C)s2)NC(=S)N1 (stereo not given)
15	Cc1ccc(NC2CCCN(C(=O)CN3C(=O)c4ccccc4C3=O)C2)cc1C (stereo not given)
16	COc1ccccc1NC(=S)Nc1ccccn1
Screen / compound no.	9	10	11	12	13	14	15	16
CHO-K1 Ca PAM	1	6	-1	26	-3	6	-7	-1
CHRM4 PAM	-3	-5	-13	4	-2	-2	-4	-1
M5 ag	-1	0	-8	-1	-7	-3	0	-3
CHRM5 antagonist	0	5	8	6	3	-7	-12	-4
TAAR1 agonist	-1	2	2	4	-4	4	0	6
CHRM5 PAM	-4	1	-2	1	-2	0	0	-2
CRFR2-BP ag	-0.1	0.0	0.3	-0.3	-1.9	-1.4	0.9	-1.6
TAAR1 antagonist	-30	5	-3	-16	-20	7	-26	-4
CRFR2-BP antag	10	-7	-7	4	4	2	-1	-15

17	CC(=O)Nc1ccc(NC2CCCCC2NS(=O)(=O)c2ccccc2)cc1 (stereo not given)
18	O=C(NC1CC(=O)N(c2cccc(F)c2)C1)N1CCN(C(=O)c2ccco2)CC1 (stereo not given)
19	COc1ccccc1OCCNC(=O)c1ccc(S(=O)(=O)N(C)C)cc1
20	CCOc1ccccc1N1CC(C(=O)Nc2cccc(S(=O)(=O)N3CCCCC3)c2)CC1=O (stereo not given)
21	CCN(CC)S(=O)(=O)c1ccc(Cl)c(NC(=O)CSc2cccc[n+]2[O-])c1
22	CCc1cc2c(NCc3ccco3)ncnc2s1
23	COc1cccc(OC)c1C(=O)NCC12CC3CC(C1)CC(CNC(=O)c1c(OC)cccc1OC)(C3)C2
24	CCCOC1CCCN(C(=O)c2cc(COc3ccc(-n4cncn4)cc3)on2)C1 (stereo not given)
Screen / compound no.	17	18	19	20	21	22	23	24
CHO-K1 Ca PAM	3	17	-11	11	21	-5	-17	4
CHRM4 PAM	2	17	7	-6	-5	-7	7	-3
M5 ag	-2	0	4	1	-1	4	3	7
CHRM5 antagonist	9	0	-4	10	-7	15	5	-4
TAAR1 agonist	9	0	2	1	1	11	3	1
CHRM5 PAM	-9	0	-2	-3	9	-11	5	-8
CRFR2-BP ag	0.1	-0.5	-0.5	-1.8	0.1	-3.3	0.3	-1.9
TAAR1 antagonist	-40	13	0	4	-19	1	-4	-3
CRFR2-BP antag	-4	-5	-11	-10	5	20	1	36

25	N/C(=N\OC(=O)c1ccncc1)c1cccc([N+](=O)[O-])c1
26	CCC(=O)NCCC(c1ccco1)c1ccccc1OC (stereo not given)
27	CN1C(=O)C(c2ccccc2[N+](=O)[O-])C(=O)c2ccccc21 (stereo not given)
28	Cc1ccc(N2C(=O)CC(Nc3ccccc3)C2=O)cc1 (stereo not given)
29	CSCC[C@H](NC(=O)[C@@H]1Cc2ccccc2CN1)C(=O)NC[C@H]1CC[C@H](C(=O)O)CC1
30	CCOc1ccc(CCNC(=O)c2cnccn2)cc1OCC
31	C=C1c2cccc(OC)c2O[C@H](C(=O)OCC)[C@@H]1CCCCCC
32	COc1ccc(Nc2ccc(N3C(=O)CCCC3=O)cc2[N+](=O)[O-])cc1OC
Screen / compound no.	25	26	27	28	29	30	31	32
CHO-K1 Ca PAM	-5	9	-11	12	-3	-10	20	-3
CHRM4 PAM	4	14	7	2	1	-1	10	3
M5 ag	2	-3	0	4	-4	-3	-2	-3
CHRM5 antagonist	-3	-6	20	8	9	-10	-4	-2
TAAR1 agonist	2	3	2	0	-1	0	nt	0
CHRM5 PAM	0	-4	-6	-8	2	1	0	4
CRFR2-BP ag	0.4	0.6	-1.9	-0.1	-1.9	3.1	-2.2	-2.4
TAAR1 antagonist	-6	-4	-4	-8	6	-9	nt	-16
CRFR2-BP antag	0	-17	-3	11	-8	-10	-2	17

# Look-ups from above.
# M5 ag result of `CN1C(=O)C(c2ccccc2[N+](=O)[O-])C(=O)c2ccccc21` (stereo not given) stands at 0
# CHRM5 PAM result of `CSCC[C@H](NC(=O)[C@@H]1Cc2ccccc2CN1)C(=O)NC[C@H]1CC[C@H](C(=O)O)CC1` stands at 2
# CRFR2-BP ag result of `CCOc1ccc(CCNC(=O)c2cnccn2)cc1OCC` stands at 3.1

# Next part
33	C=CCC[C@H](CCCCC)OC(=O)/C=C/[C@@H](O)[C@H](O)C[C@@H](O)CC=C
34	COC(=O)c1ccc(C2/C(=C(\O)c3ccc4c(c3)OCCO4)C(=O)C(=O)N2c2nnc(C)s2)cc1 (stereo not given)
35	Cc1nnc(NC(=O)c2cc(-c3ccco3)nc3ccccc23)s1
36	CCc1nnc(NC(=O)c2nc(S(=O)(=O)Cc3cccc(C)c3)ncc2Cl)s1
37	O=C(Nc1cccc(Br)c1)C1CC(=O)N(C2CCCC2)C1 (stereo not given)
38	CCN(CC)S(=O)(=O)N1CCC(C(=O)NCC2COc3ccccc3O2)CC1 (stereo not given)
39	O=C(O)COCC(=O)NCc1csc2ccc(Cl)cc12
40	Cc1ccc(-c2nc(SCC(=O)c3c(N)n(C)c(=O)n(C)c3=O)n[nH]2)cc1
Screen / compound no.	33	34	35	36	37	38	39	40
CHO-K1 Ca PAM	-3	16	-3	-1	9	5	25	18
CHRM4 PAM	-4	0	-1	5	1	-4	20	3
M5 ag	-1	-2	3	-1	2	4	0	0
CHRM5 antagonist	4	4	8	-11	10	6	7	10
TAAR1 agonist	-2	3	0	0	6	nt	2	4
CHRM5 PAM	-6	0	3	2	1	-4	-3	-2
CRFR2-BP ag	nt	18	nt	-1.1	0.1	0.9	0.7	-0.3
TAAR1 antagonist	-30	-18	-11	7	-1	nt	-15	-6
CRFR2-BP antag	nt	4	nt	42	-2	-2	0	14

41	O=C(CNc1cccc(F)c1)Nc1cccc(S(=O)(=O)N2CCCCC2)c1
42	O=C(Nc1ccccc1)C(Cl)C(=O)c1ccccc1 (stereo not given)
43	Cc1ccc(C(=O)COC(=O)c2cc(=O)[nH]c3ccccc23)cc1C
44	COc1ccc2c(CCNC(=O)CN3C(=O)c4ccccc4C3=O)c[nH]c2c1
45	COc1ccccc1C(=O)CN1C(=O)NC2(CCc3ccccc32)C1=O (stereo not given)
46	Cc1ccc(NS(=O)(=O)c2ccc(N3CCN(c4ccc(O)cc4)CC3)c([N+](=O)[O-])c2)c(C)c1
47	COc1ccc(Cn2cc(CN3CC(N4CCCCC4)CS3(=O)=O)nn2)cc1 (stereo not given)
48	CCc1nnc(NC(=O)CSc2nnc(CSc3nc(C)cc(C)n3)o2)s1
Screen / compound no.	41	42	43	44	45	46	47	48
CHO-K1 Ca PAM	0	24	21	18	6	-5	-16	10
CHRM4 PAM	-1	-1	1	2	1	18	4	9
M5 ag	0	7	0	-5	4	2	0	-1
CHRM5 antagonist	4	4	-6	-15	2	5	0	10
TAAR1 agonist	2	9	11	6	4	15	2	11
CHRM5 PAM	-3	10	-1	3	-1	0	2	2
CRFR2-BP ag	2.5	-0.6	-0.4	-0.3	-0.9	0.0	nt	-0.3
TAAR1 antagonist	-16	-6	26	4	-8	39	-18	-14
CRFR2-BP antag	-8	24	-19	5	-10	-10	nt	-18

49	CCOC(=O)C1CCN(C(=O)c2ccc(CNS(=O)(=O)c3ccc(OC)cc3)cc2)CC1
50	Cc1cc(=O)cc(C)n1-c1ccc(Cl)c(Cl)c1
51	COc1ccc(S(=O)(=O)NCCc2csc(-c3cccnc3)n2)cc1
52	CCS(=O)(=O)N1Cc2cc(C(=O)NCCOC)nc(-c3cccc(-c4ccncc4)c3)c2[C@H]1CCO
53	COC(=O)c1cccc(Nc2nc3ccccc3nc2C)c1
54	O=C(Cc1coc2ccc3ccccc3c12)NC1CCCc2ccccc21 (stereo not given)
55	O=C(c1ccccc1-c1nc(-c2ccccc2)no1)N1CCOCC1
56	CC(c1ccccn1)N(Cc1ccco1)C(=S)Nc1cccc(F)c1 (stereo not given)
Screen / compound no.	49	50	51	52	53	54	55	56
CHO-K1 Ca PAM	8	11	10	20	14	18	18	24
CHRM4 PAM	0	-1	-1	-3	0	-8	-4	24
M5 ag	3	-2	2	1	-1	-6	-1	-1
CHRM5 antagonist	-3	1	0	6	10	2	1	0
TAAR1 agonist	1	3	1	3	5	-2	10	3
CHRM5 PAM	13	-7	0	2	-14	-9	0	1
CRFR2-BP ag	-3.1	0.8	2.5	nt	0.5	-2.6	-1.3	2.8
TAAR1 antagonist	-1	-22	-14	-4	13	1	-5	-24
CRFR2-BP antag	-4	-2	14	nt	-6	40	13	-6

# From PubChem
